HIF-2a inh: blocks HIF-2a reporter activity | AID 624352 | 786-0 RCC cells HIF-2a reporter, luciferase luminescence, overnight | 360,000 tested, 0.72% active | inhibition, % at 18.8 µM;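 active = inhibition of the luminescence signal of 40% or more relative to plate controls, in a single-dose primary screen at 18.75 µM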
CaV13 FRET inh: Disruptors of the CACNA1D IQ motif to Ca2+-dependent inactivation inhibitor domain association, primary screening, Förster resonance energy transfer in intact living … | AID 743397 | HEK cells, CFP/YFP FRET ICDI-IQ, plate reader, 10 min; percent FRET-ratio fall versus neutral wells | inhibition, % at 12.3 µM | 340,000 tested, 0.098% active;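 active = mean replicate inhibition of at least 30% and at least 1% of replicates passing that level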;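 note: 0% = median of the neutral control wells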
iPSC survival up: enhancers of human iPSC single-cell survival; survival enhancement, % at 20 µM; 360,000 tested, 0.044% active; hiPSC single-cell survival, ATPlite luminescence; 100% = ROCK inhibitor wells, 0% = DMSO; in the data active = survival enhancement above about 18%;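 note: cells exposed to compounds for 16 hours before the ATP read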
NR2E3 ag-1: activates human NR2E3 receptor. CHO-S Gal4-NCOR/VP16-NR2E3 two-hybrid, luciferase. inhibition of corepressor binding, % at 3.98 µM. 360,000 tested, 0.35% active. AID 602229;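 active = inhibition above the mean of all tested compounds plus 3 SD, cut at about 70% in these data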;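 note: 0% = DMSO with NR2E3 transfected cells and 100% = cells lacking NR2E3 construct; higher means lower luciferase signal from less NR2E3 corepressor binding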
Target sequence (Q9Y5X4 whole entry, looked up, the tested form may be a part): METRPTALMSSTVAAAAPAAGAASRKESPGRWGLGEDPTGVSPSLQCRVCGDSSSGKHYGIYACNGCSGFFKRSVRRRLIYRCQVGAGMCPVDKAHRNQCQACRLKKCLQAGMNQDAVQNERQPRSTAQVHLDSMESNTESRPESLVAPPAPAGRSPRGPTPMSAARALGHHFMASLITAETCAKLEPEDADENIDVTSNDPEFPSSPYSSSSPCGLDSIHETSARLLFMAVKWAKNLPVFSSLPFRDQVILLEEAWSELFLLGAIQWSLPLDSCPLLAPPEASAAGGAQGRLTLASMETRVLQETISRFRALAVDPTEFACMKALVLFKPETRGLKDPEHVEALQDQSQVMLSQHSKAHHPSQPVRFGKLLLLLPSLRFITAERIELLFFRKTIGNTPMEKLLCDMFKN
aDG glyco up: alpha-DG glycosylation activation. activation, % at 10 µM. 360,000 tested, 0.22% active. Pro5-aDG cells, alpha-DG glycosylation AlphaScreen (IIH6); 0% Pro5, 100% B10-LARGE cell signal;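 active = activation of at least 8% versus controls, or a plate z-score of at least 8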;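 note: Pro5 are CHO cells carrying HIG-tagged alpha-DG that lacks glycosylation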
Vif imaging: inhibitors of HIV Vif; HEK293T cells, Vif self-association by quenched fluorescence, imaging, 24 h; inhibition, % at 7.49 µM; 340,000 tested, 0.35% active; AID 602346; in the data active = inhibition above about 50%, passing the limit was not always enough; note: some results filed as inactive read as strong as hits
Exocytosis inh: lytic granule exocytosis inhibition; 360,000 tested, 0.66% active; inhibition, % at 10 µM; TALL-104 LAMP-1 surface exposure, flow cytometry; cells stimulated with thapsigargin and PMA;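 active = inhibition above about 55%, limit read from the data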
Peg3 promoter: inhibitors of Peg3 promoter; HeLa PEG-Prom luciferase reporter, luminescence, overnight; inhibition, % at 20 µM; 360,000 tested, 1.7% active;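 active = inhibition of at least 50% at 20 µM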
TRPM1 prom inh: inhibitors of MITF-driven TRPM1 promoter in melanoma cells; 330,000 tested, 0.83% active; AID 488899; SK-MEL-5 TRPM1 promoter luciferase, 24 h; inhibition, % at 12.5 µM;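 active = mean inhibition across replicates of 60% or more, whatever share of single replicates reaches that level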; note: values of inactives mirror those of a sister screen read the other way
PDI inh: PDI (human) enzyme inhibition; PDI insulin aggregation turbidity, A650, 90 min; inhibition, % at 10 µM; 350,000 tested, 0.052% active;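 active = mean inhibition across replicates of 30% or more, whatever share of single replicates reach that level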;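 note: absorbance from insulin aggregation driven by PDI reduction with DTT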
Target sequence (P07237 whole entry, looked up): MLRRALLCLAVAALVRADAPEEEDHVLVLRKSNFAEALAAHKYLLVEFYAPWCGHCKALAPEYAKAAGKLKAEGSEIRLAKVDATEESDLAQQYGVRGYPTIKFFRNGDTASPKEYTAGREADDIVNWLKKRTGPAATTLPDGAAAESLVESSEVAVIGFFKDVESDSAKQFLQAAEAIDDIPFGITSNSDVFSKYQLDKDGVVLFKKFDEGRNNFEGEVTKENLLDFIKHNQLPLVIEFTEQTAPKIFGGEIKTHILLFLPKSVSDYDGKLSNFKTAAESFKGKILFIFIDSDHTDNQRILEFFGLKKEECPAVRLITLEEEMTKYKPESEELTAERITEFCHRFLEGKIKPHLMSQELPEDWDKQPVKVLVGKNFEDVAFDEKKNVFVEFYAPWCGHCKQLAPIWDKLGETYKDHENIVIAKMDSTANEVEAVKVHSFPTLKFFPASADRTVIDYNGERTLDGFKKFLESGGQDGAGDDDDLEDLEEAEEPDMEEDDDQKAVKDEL
NR2E3 ag-2: agonists of human nuclear receptor NR2E3 | Q9Y5X4 | GST-NR2E3/biotin-RetCOR TR-FRET, 1536-well | inhibition of corepressor binding, % at 4.78 µM | 320,000 tested, 0.12% active | AID 2300;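 active = percent inhibition above the cutoff of mean plus 3 SD of all tested compounds, set per screening campaign, cut at about 20% in these data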;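 note: 0% = DMSO wells and 100% = biotin wells as full block of FRET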
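Material: NR2E3–RetCOR corepressor complex / Amount: 1.35 nM GST-NR2E3 / Medium: Tris pH 7.5 / Compound: single nominal compound dose of 4.8 µM / Incubation: 5 h at 4 °C / Technique: TR-FRET, Eu(K)-anti-GST donor, streptavidin-D2 acceptor, ex 340, em 617/671 nm / Read-out basis: percent loss of FRET ratio relative to control wells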
Numbers without * were called inactive; x = not tested or not shown. Outcome played no part in choosing rows; 3.5% or so of the library scored in one or more.

SMILES | HIF-2a inh | CaV13 FRET inh | iPSC survival up | NR2E3 ag-1 | aDG glyco up | Vif imaging | Exocytosis inh | Peg3 promoter | TRPM1 prom inh | PDI inh | NR2E3 ag-2
COc1cccc(C(C(=O)NCc2ccco2)N(C(=O)Cn2nnc3ccccc32)C2CC2)c1OC (stereo unspecified) | 9 | -2 | -0.3 | -24 | 1.0 | -2 | 8 | 3 | 5 | 10 | 0
COc1ccc(NC(=O)CSc2ccc3nnc(-c4cccnc4)n3n2)cc1OC | 19 | -12 | -0.2 | -24 | 0.1 | -15 | -3 | -1 | 4 | 8 | 3
CCn1c2ccccc2c2cc(/C=N/n3c(-c4cc(C)[nH]n4)n[nH]c3=S)ccc21 | 19 | -5 | -0.6 | -5 | -0.1 | 4 | 7 | -2 | 12 | 1 | 1
CCN1C(=O)/C(=C\c2cccn2-c2ccc([N+](=O)[O-])cc2)N(CC)C1=S | 7 | -4 | 0.0 | -9 | 0.0 | -3 | -1 | 14 | 4 | -8 | 1
COc1ccccc1Nc1ccc(C(=O)NCc2cccs2)cn1 | -17 | 4 | -0.1 | -8 | -0.5 | 9 | -1 | -16 | -9 | -7 | 4
COc1ccc(S(=O)(=O)NNC(=O)c2cc3ccccc3o2)cc1 | 11 | -3 | 1.6 | 12 | -0.3 | x | -2 | 2 | -3 | 7 | 2
Cc1nc(N)sc1-c1csc(Nc2ccc(Cl)cn2)n1 | -95 | -8 | -2.3 | -37 | -0.1 | 2 | -5 | -148 | -15 | -1 | 2
NS(=O)(=O)c1cccc(NC(=O)C2CC(=O)N(Cc3ccco3)C2)c1 (stereo unspecified) | 20 | -3 | -0.6 | -6 | -0.1 | 5 | -4 | 8 | -6 | 5 | 1
Cc1cc(=O)c2c(o1)CC(C)(C)CC2=O | -8 | -9 | 0.0 | -7 | -0.3 | 2 | -1 | -1 | -4 | -1 | -1
COc1ccc(/C(C)=N/NC(=O)c2ccc(NS(=O)(=O)c3cccs3)cc2)cc1 | 7 | -3 | -0.5 | 15 | -0.2 | 4 | 5 | 17 | -8 | 2 | -1
Cc1ccc(-n2c(=O)c3sccc3n(CC(=O)N3CCCC3)c2=O)cc1 | 23 | -12 | -2.8 | -13 | 0.0 | 8 | -6 | 13 | -5 | -12 | 2
COc1ccc(OC)c(C2NC(=S)NC(C)=C2C(=O)Nc2ccccn2)c1 (stereo unspecified) | 21 | -5 | -0.2 | -12 | -0.2 | -1 | 0 | -7 | 17 | 1 | 1
Cc1cccc(CC(=O)N2CCN(C(=O)c3ccco3)CC2)c1 | 12 | -5 | -0.4 | 2 | 0.4 | 1 | 5 | 6 | 6 | 3 | -2
CCOC(=O)CCCC(=O)Nc1ncnc2c1C(c1ccccc1)c1c(ccc3ccccc13)O2 (stereo unspecified) | 25 | -3 | -1.0 | -23 | 0.3 | -6 | -12 | 36 | -2 | -2 | x
CC(=O)c1ccc2c(c1)OCCOCCOCCO2 | 9 | -4 | -0.8 | -1 | -0.1 | -1 | 0 | 11 | -10 | -3 | -4
O=C(Nc1ccccn1)NC(C(F)(F)F)C(F)(F)F | 1 | -4 | -3.4 | 10 | 0.3 | 17 | 0 | 7 | -5 | -12 | 0
CCC(C)NC(=O)CCSCCC(=O)NC(C)CC (stereo unspecified) | 7 | -4 | 2.8 | 14 | -0.1 | -14 | 5 | -3 | -8 | -38 | -3
Clc1ccc(CONc2ncnc3nonc23)c(Cl)c1 | -209 | -1 | -0.7 | -99 | 0.4 | -10 | 4 | -136 | -49 | 12 | 0
CSc1nnc2c(n1)c(C)nn2-c1cccc(C)c1 | -174 | -5 | -1.0 | -2 | -0.2 | -17 | -1 | -136 | -16 | -8 | 1
CCN=C1S/C(=C\c2cn(CC)c3ccccc23)C(=O)N1CC | 17 | -10 | -2.2 | -28 | 0.2 | -18 | -3 | 10 | -5 | -4 | 0
Cc1ccc(Cn2ccc(NC(=O)C3C4CCC(C4)C3C(=O)O)n2)cc1 (stereo unspecified) | 11 | -6 | 4.0 | -2 | 0.0 | -42 | 7 | -14 | -6 | 4 | 3
COc1ccc(S(=O)(=O)N(C)CC(=O)N2CCCC2)cc1OC | 19 | 0 | 0.1 | -15 | -0.3 | -9 | -19 | 9 | 2 | 13 | 5
O=[N+]([O-])c1ccc2c(c1)C=C1CCCCC1(N1CCCC1)O2 (stereo unspecified) | -10 | -15 | 7.6 | 11 | 0.1 | -3 | 2 | -8 | -3 | -6 | 4
Cc1ccc(NC2CCCN(C(=O)CSc3ccccn3)C2)cc1C (stereo unspecified) | 3 | -5 | -0.6 | 7 | 0.4 | 1 | -11 | 6 | 12 | -10 | x
CC(OC(=O)C(C)N1C(=O)C2C3C=CC(C4CC34)C2C1=O)C(=O)c1ccccc1 (stereo unspecified) | 2 | -17 | -1.9 | -13 | 0.3 | 11 | -2 | 8 | 1 | -18 | 0
CCNC(=S)N(CCc1cccc(C)c1)Cc1cc2cc(OC)c(OC)cc2[nH]c1=O | 8 | -5 | -0.8 | -11 | -0.2 | -1 | 1 | 16 | 5 | 22 | 1
CCc1nc(Nc2ccc3nccnc3c2)c2oc3ccccc3c2n1 | -1 | x | -1.0 | -6 | -0.3 | x | -9 | 26 | 14 | -8 | 2
CC1(C(=O)NC(=S)N(Cc2ccccc2)c2ccccn2)CC1(Cl)Cl (stereo unspecified) | -32 | -5 | -2.1 | -12 | 0.3 | 4 | -1 | -20 | -9 | -13 | -5
COc1ccc(CN(C)C(=O)Cn2cnc3c(NCc4ccccc4)ncnc32)cc1OC | 16 | -5 | 3.9 | -25 | -0.2 | -18 | 2 | -12 | 8 | 4 | x
COc1ccc(CCNC(=O)C2CCN(S(=O)(=O)c3cccc4nonc34)CC2)cc1OC | 2 | -7 | -1.8 | -11 | -0.1 | -5 | -1 | 10 | -2 | -8 | 4
CC1(c2ccc3ccccc3c2)NC(=O)N(CC(=O)NCC(C)(C)N2CCOCC2)C1=O (stereo unspecified) | 7 | -6 | -0.4 | 1 | -0.1 | 1 | -4 | 7 | -7 | 9 | 2
CCOc1ccc(C(=O)C[n+]2ccc(C(=O)NCc3ccccc3)cc2)cc1 | 14 | -5 | -0.4 | -18 | 0.2 | -3 | -1 | 1 | 7 | 0 | 2
CC1=C(n2nnc([N+](=O)[O-])n2)C(c2cccnc2)C(C#N)=C(N)O1 (stereo unspecified) | -5 | -5 | 0.2 | 17 | 0.4 | -5 | 2 | 13 | 34 | 1 | 3
COCCN(C(=O)COC(=O)c1cc2ccccc2cc1OC)c1c(N)n(Cc2ccccc2)c(=O)[nH]c1=O | 11 | -6 | 0.2 | 0 | 0.0 | x | 3 | 3 | 16 | 2 | 0
CC(=O)N(c1nnc(-c2cccc(C)c2)s1)C1CCCC1 | -265 | -3 | -0.2 | -67 | 0.0 | -2 | -9 | -225 | -57 | -3 | 0
CC1CCN(c2nc3c(=O)[nH]c(N)nc3n2[C@@H]2O[C@H](CO)[C@@H](O)[C@H]2O)CC1 | 9 | -4 | -0.4 | -11 | -0.1 | -5 | -3 | -3 | -8 | 0 | 1
Cc1ccc(C(=O)OCC(=O)N2CCC(c3ccccc3)=N2)c(C)c1 | -102 | -5 | -0.3 | 28 | -0.2 | -1 | 3 | -67 | -5 | 6 | -2
Cc1ccc(C)c(NC(=O)CCN2CCCCC2)c1 | 10 | -20 | -0.1 | -5 | -0.1 | 8 | -17 | 2 | 11 | 5 | 0
CC(C)(C)NC(=O)NC(=O)CN1CCN(c2ncc(C(F)(F)F)cc2Cl)CC1 | 11 | -2 | 0.1 | 8 | 0.6 | x | 0 | 9 | -3 | 2 | -1
CCOC(=O)N1CCN=C1SCc1ccc(C(F)(F)F)cc1 | -7 | 0 | -0.8 | -14 | 0.1 | -4 | -2 | -19 | -17 | 2 | -1
Cc1ccc(NC(=O)CSc2ncccn2)c([N+](=O)[O-])c1 | -140 | -2 | 0.0 | -56 | 0.3 | -2 | 0 | -72 | -25 | 8 | 4
CCOC(=O)c1nc(C)nc(Sc2n[nH]c(-c3cc(Cl)cc(Cl)c3)n2)c1C | -1 | 4 | -0.4 | -5 | -0.1 | 4 | -12 | 7 | 6 | -3 | 3
O=C(NC1CCCCCC1)C1CCN(c2nc3ccccc3o2)CC1 | 0 | -5 | 1.1 | -3 | 0.3 | -21 | -2 | -8 | 13 | 7 | 1
CCOC(=O)CC1C(=O)NCCN1S(=O)(=O)c1ccc(Cl)cc1Cl (stereo unspecified) | 2 | -4 | 1.6 | -2 | 0.0 | 14 | 6 | 19 | -1 | 4 | 2
CCOc1ccccc1NC(=O)C1CCCN1S(=O)(=O)c1ccc2c(c1)C(C)(C)C(=O)N2C (stereo unspecified) | 0 | -5 | -0.8 | -4 | 0.0 | -8 | -7 | 0 | x | 12 | x
COc1ccc(NC(=S)NCCSc2ccc(C)cc2)c(OC)c1 | 18 | -4 | -0.9 | 6 | 0.1 | 3 | 1 | 17 | -8 | -4 | 0
CC(=O)N1CCC(=NNc2nc3ccccc3s2)CC1 | -188 | -1 | -0.1 | -118 | 0.1 | 2 | 1 | -154 | -28 | -14 | -1

Some of the entries so far, in markdown:
| Compound | HIF-2a inh | CaV13 FRET inh | iPSC survival up | NR2E3 ag-1 | aDG glyco up | Vif imaging | Exocytosis inh | Peg3 promoter | TRPM1 prom inh | PDI inh | NR2E3 ag-2 |
| --- | --- | --- | --- | --- | --- | --- | --- | --- | --- | --- | --- |
| CCOC(=O)N1CCN=C1SCc1ccc(C(F)(F)F)cc1 | -7 | 0 | -0.8 | -14 | 0.1 | -4 | -2 | -19 | -17 | 2 | -1 |
| Cc1ccc(NC(=O)CSc2ncccn2)c([N+](=O)[O-])c1 | -140 | -2 | 0.0 | -56 | 0.3 | -2 | 0 | -72 | -25 | 8 | 4 |
| CCOC(=O)c1nc(C)nc(Sc2n[nH]c(-c3cc(Cl)cc(Cl)c3)n2)c1C | -1 | 4 | -0.4 | -5 | -0.1 | 4 | -12 | 7 | 6 | -3 | 3 |
| O=C(NC1CCCCCC1)C1CCN(c2nc3ccccc3o2)CC1 | 0 | -5 | 1.1 | -3 | 0.3 | -21 | -2 | -8 | 13 | 7 | 1 |
| CCOC(=O)CC1C(=O)NCCN1S(=O)(=O)c1ccc(Cl)cc1Cl (stereo unspecified) | 2 | -4 | 1.6 | -2 | 0.0 | 14 | 6 | 19 | -1 | 4 | 2 |
| CCOc1ccccc1NC(=O)C1CCCN1S(=O)(=O)c1ccc2c(c1)C(C)(C)C(=O)N2C (stereo unspecified) | 0 | -5 | -0.8 | -4 | 0.0 | -8 | -7 | 0 | x | 12 | x |
| COc1ccc(NC(=S)NCCSc2ccc(C)cc2)c(OC)c1 | 18 | -4 | -0.9 | 6 | 0.1 | 3 | 1 | 17 | -8 | -4 | 0 |
| CC(=O)N1CCC(=NNc2nc3ccccc3s2)CC1 | -188 | -1 | -0.1 | -118 | 0.1 | 2 | 1 | -154 | -28 | -14 | -1 |

Screening results: PubChem, several laboratories
